Screening data deposited in PubChem BioAssay by Broad Institute.
RAD52 anneal inh = blocks human RAD52 DNA annealing. recombinant RAD52 DNA annealing, FRET fluorescence. inhibition, % at 18.7 µM. 360,000 compounds, 0.46% hits. AID 651710;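 active = every replicate showing at least 50% inhibition; inconclusive = mean inhibition at least 50% but not in every replicate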
Target sequence (P43351 whole entry, looked up): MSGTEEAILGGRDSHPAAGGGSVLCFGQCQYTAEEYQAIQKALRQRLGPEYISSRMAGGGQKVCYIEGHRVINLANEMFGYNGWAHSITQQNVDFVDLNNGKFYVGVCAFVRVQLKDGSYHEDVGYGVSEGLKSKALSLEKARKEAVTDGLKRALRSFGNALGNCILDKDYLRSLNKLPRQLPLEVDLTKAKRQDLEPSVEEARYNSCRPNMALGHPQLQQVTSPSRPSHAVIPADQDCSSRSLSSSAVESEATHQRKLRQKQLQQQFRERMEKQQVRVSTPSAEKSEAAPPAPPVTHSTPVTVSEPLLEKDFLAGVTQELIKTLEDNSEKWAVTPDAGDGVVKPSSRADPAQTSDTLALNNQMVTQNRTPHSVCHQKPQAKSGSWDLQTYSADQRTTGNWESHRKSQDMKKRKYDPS
ERAP1 HTS inh = inhibitors of human ERAP1 aminopeptidase | recombinant ERAP1, Leu-AMC fluorescence, 60 min | inhibition, % at 10.7 µM | 340,000 compounds, 0.15% hits;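 active = mean replicate inhibition of at least 30%, or all replicates individually reaching that 30% level; inactive = mean below 30% and not every replicate reaching it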;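 note: 0% = neutral control wells and 100% = L-leucinethiol positive control wells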
Cneo AK release = causes C. neoformans cell lysis. adenylate kinase release luminescence, 4 h; normalised: neutral wells 0, clomiphene wells 100. lysis activity, % at 15 µM. 360,000 compounds, 0.2% hits;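 active = mean lysis activity across replicates of at least 80%, whatever share of replicates individually reach that level; inactive = mean lysis activity below 80%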
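Material: C. neoformans cells; Schedule: 4 h static compound exposure, 37 °C, read 1 h post-reagent; Measured by: adenylate kinase release luminescence; Read-out: signal increase indicating cell lysis; Controls: Clomiphene as positive lysis control.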
PGC1a acetyl inh = PGC1a acetylation modulation, inhibitor mode | 350,000 compounds, 0.17% hits | inhibition, % at 15.6 µM | U2OS PGC1a acetylation, AlphaScreen anti-acetyl-lysine; with virally co-expressed GCN5 acetyltransferase;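 active = every replicate shows inhibition of at least 40%; inconclusive = mean inhibition at least 40% but some replicate below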;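 note: 0% = neutral control wells and 100% = positive control wells; some results beyond the cut were filed as inactive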
RAD54 inh = inhibitors of human RAD54 branch migration; Q92698; RAD54 Holliday junction branch migration, FAM/BHQ fluorescence; inhibition, % at 10.4 µM; 360,000 compounds, 0.14% hits;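 active = mean normalized replicate activity at least 40 and at least half of replicates scoring 40 or more; inconclusive = only one of the two criteria met; inactive = mean below 40 and under half of replicates reaching 40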;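 note: 0% = median of neutral control wells and 100% = median of positive control wells; inhibitors cause a drop in the FAM fluorescence signal; in these data hits start at about 50%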
PglD inh = PglD (C. jejuni) enzyme inhibition; purified PglD enzyme, DTNB colorimetric CoA detection; inhibition, % at 12.5 µM; 360,000 compounds, 0.098% hits; in the data active = inhibition above about 16%, passing the limit was not always enough; inconclusive = no clear call, values can overlap the other calls; note: strong numbers were not always called active
miR122 inh = miR-122 inhibition in Huh7 cells | Huh7 miR-122 Renilla luciferase sensor, 48 h; neutral wells = 0, positive control = 100 | activation (reporter increase), % at 12.5 µM | 340,000 compounds, 0.3% hits | AID 602342;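 active = mean replicate activation score at least 90 and every replicate individually at or above 90; inconclusive = only one of the two criteria met; inactive = neither criterion met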;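 note: higher luciferase means less miR-122 activity so hits act as miR-122 inhibitors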
E-sel inducer = induces E-selectin expression in human endothelial cells. activation, % at 7.58 µM. 260,000 compounds, 0.37% hits. HUVEC E-selectin immunofluorescence imaging; normalized: neutral wells 0, TNF-alpha wells 100. AID 686992. P16581;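 active = mean E-selectin-positive cell signal at least 10% of the positive control, reached in at least 60% of replicates, without over 20% cell loss; inconclusive = no rule given, readout overlaps actives, possibly toxicity-flagged; inactive = the rest, including those meeting only one limit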;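 note: in these data hits start at about 27%; measured in HUVEC primary endothelial cells; signal is the percent of cells scored E-selectin positive by PE staining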
Target sequence (P16581 whole entry, looked up): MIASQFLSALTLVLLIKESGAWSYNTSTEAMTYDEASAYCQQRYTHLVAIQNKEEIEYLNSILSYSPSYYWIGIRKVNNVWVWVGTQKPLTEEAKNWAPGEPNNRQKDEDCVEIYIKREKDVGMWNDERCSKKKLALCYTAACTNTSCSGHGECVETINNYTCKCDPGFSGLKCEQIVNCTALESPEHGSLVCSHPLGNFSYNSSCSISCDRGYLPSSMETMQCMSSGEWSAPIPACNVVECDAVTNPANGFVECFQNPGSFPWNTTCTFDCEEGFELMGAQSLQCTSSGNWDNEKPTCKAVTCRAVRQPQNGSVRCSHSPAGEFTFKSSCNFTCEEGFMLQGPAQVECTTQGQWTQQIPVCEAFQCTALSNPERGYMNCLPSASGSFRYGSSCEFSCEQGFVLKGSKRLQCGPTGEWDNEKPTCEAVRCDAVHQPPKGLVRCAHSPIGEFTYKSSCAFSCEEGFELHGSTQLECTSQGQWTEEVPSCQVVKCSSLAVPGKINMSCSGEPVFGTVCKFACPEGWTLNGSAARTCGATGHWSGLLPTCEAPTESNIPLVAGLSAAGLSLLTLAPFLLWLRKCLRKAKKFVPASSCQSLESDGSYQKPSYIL
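System: HUVEC / Compound: single concentration / Signal: immunofluorescence imaging / Read-out: percent E-selectin-positive cells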
* = called active by the depositor; ? = inconclusive; · = no result given; & = joins results of further samples; [ ] = dose if it differs, or a comment. Compounds as they come; 1.4% or so of the library scored in one or more.

Sequence of screens: RAD52 anneal inh	ERAP1 HTS inh	Cneo AK release	PGC1a acetyl inh	RAD54 inh	PglD inh	miR122 inh	E-sel inducer
> COCC(=O)N(C)C[C@@H]1Oc2cc(C#CC(C)(C)O)ccc2S(=O)(=O)N([C@@H](C)CO)C[C@H]1C
 : 0	0	-11	5	-8	1	·	-0.3
> O=C(c1ccncc1)N1CCN(S(=O)(=O)c2ccc(F)cc2)CC1
 : -1	5	1	-1	4	0	-1	1.9
> C[C@H](CO)N1C[C@H](C)[C@H](CN(C)C(=O)Nc2ccc(C(F)(F)F)cc2)Oc2c(NC(=O)C3CCCCC3)cccc2C1=O
 : 2	1	1	9	-9	2	1[16.7 µM]	2.0
> O=C(c1ccc2c(c1)OCO2)N1CCN(c2ccccc2F)CC1
 : ·	·	-1	-5	-3	11	4	·
> COC(=O)c1cccc(NC(=O)Cn2cnc3ccccc3c2=O)c1
 : 6	1	0	3	8	6	-9	·
> CC(C)[C@H](NC(=O)N1CCn2c1nc1ccccc12)C(=O)N[C@H](Cc1ccccc1)C(=O)O
 : -4	-1	1	8	-9	5	-3	·
> CC(C)c1ccc(N(C(=O)C(F)(F)F)C(C(=O)NC2CCCCC2)c2ccncc2)cc1 (configuration not stated)
 : -19	1	0	2	6	0	-9	·
> COc1cccc(/C=C/C(=O)c2ccc(NS(=O)(=O)c3ccc(C)cc3)cc2)c1
 : ·	·	-1	19	-7	-3	?	0.5
> COc1ccc(/C=N/NC(=O)c2nnn(-c3nonc3N)c2CN(C)c2ccccc2)cc1
 : -5	-1	-1	0	-1	1	-1	·
> CC(=O)NC(=S)Nc1cc(C(F)(F)F)ccc1N1CCOCC1
 : ·	·	-2	·	-3	1	0	·
> CC1=C(C(=O)N(C)C)CC(CC(=O)NC2CCCCC2)C(=O)N1CCCN1CCCC1=O (configuration not stated)
 : -11	-2	0	5	-3	-1	1	·
> COc1ccc([C@H]2CC(=O)C=C(c3cccc(OC)c3OC)C2)cc1OC
 : -12	-1	1	·	-13	-1	-5	-0.1
> C[C@H]1CN([C@@H](C)CO)C(=O)c2cccc(NS(C)(=O)=O)c2O[C@@H]1CN(C)S(=O)(=O)c1cccs1
 : -4	2	1	-1	-2	4	3[16.7 µM]	0.1
> C[C@@H]1CN([C@H](C)CO)C(=O)Cc2cc(NC(=O)NC3CCCCC3)ccc2O[C@@H]1CN(C)Cc1ccc(C(=O)O)cc1
 : -5	2	-1	4	5	-1	-6[16.7 µM]	-4.8
> Nc1nonc1C(=Nc1ccccc1)NO
 : ·	·	1	1	-8	-4	-2	·
> CCn1c(SCC(=O)c2ccc3c(c2)Cc2ccccc2-3)nnc1-c1ccc(N)cc1
 : ·	·	0	-10	-8	-6	23	·
> C[C@@H]1CN([C@@H](C)CO)C(=O)c2cccc(NC(=O)c3cnccn3)c2O[C@@H]1CN(C)Cc1ccc(C(=O)Nc2ccccc2N)cc1
 : -11	1	-5	38	10	1	129*[16.7 µM]	1.4
> Cc1ccc(C2C(C#N)=C(N)Oc3n[nH]c(C)c32)cc1 (configuration not stated)
 : ·	·	3	0	-11	1	-3	·
> COc1ccccc1CNC(=O)c1cc(C(=O)CC(C)C)c[nH]1
 : -3	-4	7	-11	-6	-2	2	·
> COc1ccc(NC(=O)N(C)C[C@H]2Oc3c(NS(=O)(=O)c4ccc(F)cc4)cccc3C(=O)N([C@H](C)CO)C[C@@H]2C)cc1
 : 17&-5	-1&-1	3	0	-3	-2	·	-0.1&-0.1
> CN(C)C(=O)C[C@H]1CC[C@@H]2[C@H](COC[C@H](O)CN2CC2CCCCC2)O1
 : 6	-1	-2	-8	-14	-3	-2[16.7 µM]	0.1
> COc1ccccc1NC(=O)N1CCCCN2[C@@H](CO)[C@H](c3ccc(C#Cc4ccccc4)cc3)[C@@H]2C1
 : -16	1	-1	-10	4	5	10[16.7 µM]	0.0
> C[C@H](CO)N1C[C@H](C)[C@H](CN(C)Cc2ccc3c(c2)OCO3)OCCCC[C@H](C)Oc2ccc(N(C)C)cc2C1=O
 : -2&-3	0&-4	2&1	1&-9	0&8	-2&3	-2&-6[16.7 µM]	0.3
> Nc1nc2ccc([N+](=O)[O-])c(N)c2s1
 : ·	·	0	-8	-2	-5	-4	·
> C[C@H](CO)N1C[C@H](C)[C@H](CN(C)CC2CC2)Oc2cc(C#Cc3ccc(F)cc3)ccc2S1(=O)=O
 : 23	7	2	-41	2	0	-8[16.7 µM]	-0.1
> CC(C)CC(=O)Nc1ccnn1C1CCN(C(=O)c2ccccc2F)CC1
 : -6	2	-1	7	4	0	-7	·
> COc1ccccc1-c1cnc2c(c1)C(=O)N([C@H](C)CO)C[C@H](C)[C@@H](CN(C)C(=O)CN(C)C)O2
 : -3	0	-8	-3	5	-2	-4[16.7 µM]	0.4
> COC(=O)c1cc(NC(=O)c2ccoc2C)cc(C(=O)OC)c1
 : ·	·	2	3	9	4	-6	·
> Cc1ccc(CNC(=O)CCS(=O)(=O)c2ccc3c(c2)NC(=O)CS3)cc1
 : -29	5	2	-15	-8	1	-6	·
> CC=Cc1ccc2n(c1=O)C[C@@H]1[C@@H](CO)[C@H](C(=O)Nc3ccc(-c4ccccc4)cc3)N(CCC)[C@H]21 (mixture of isomers)
 : -79	6	-1	9	-2	4	0[16.7 µM]	-0.5
> C[C@@H]1CN([C@H](C)CO)C(=O)c2cccc(NS(=O)(=O)c3cccs3)c2O[C@@H]1CN(C)Cc1ccc(C(=O)Nc2ccccc2N)cc1
 : -15	-2	·	5	·	·	·	-1.2
> COc1ccccc1NC(=O)N1CCCC1C(=O)NCc1ccccc1F (configuration not stated)
 : ·	·	1	-28	-6	-1	1	·
> C[C@H](O)C#Cc1ccc2c(c1)O[C@H](CN(C)C(=O)CC1CC1)[C@H](C)CN([C@H](C)CO)S2(=O)=O
 : -8	3	3	-3	5	-1	-7[16.7 µM]	0.4
> Cc1cc(S(=O)(=O)NC[C@H]2O[C@@H](n3cnc4c(N)ncnc43)[C@H](O)[C@@H]2O)c(C)s1
 : -15	9	3	-3	-6	-1	-5	-0.5
> Cc1ccc(CCN2C(=O)c3ccccc3C2C(=O)NCc2cccnc2)cc1 (configuration not stated)
 : -5	1	-3	4	-6	6	12	2.0
> O=C(Cc1ccc(-n2c(=S)[nH]c3ccccc3c2=O)cc1)N1CCN(c2ccccc2)CC1
 : ·	·	18	-1	2	7	6	·
> CCOc1ccc(-n2c(SCC(=O)Nc3cc(C(=O)O)ccc3Cl)nc3ccccc3c2=O)cc1
 : -4	1	2	·	10	-8	0	·
> Nc1ccc2oc(-c3cccc(Br)c3)nc2c1
 : ·	·	-1	·	5	-7	-7	·
> CCc1cc2cc(C(=O)Nc3ccc(C)cc3)sc2s1
 : ·	·	-3	-6	-4	-3	4	·
> C/C=C/c1ccc([C@@H]2[C@H](CO)N(CC3CC3)C23CN(C(=O)c2ccc4c(c2)OCO4)C3)cc1
 : 11	0	·	-7	·	·	·	-0.1
> COC(=O)[C@@H]1[C@@H](CO)[C@@H]2Cn3c(ccc(-c4cccc(C(=O)N(C)C)c4)c3=O)[C@@H]2N1CC1CC1
 : -8	0	1	·	-2	0	·	0.2
> COc1ccccc1Cn1c(C)nc2ccccc21
 : -8	-3	8	13	5	-2	-1	0.5
> CCOc1ccc2oc(-c3ccccc3)c(C(=O)N(C)C)c2c1
 : -19	-1	-1	-13	-5	5	1	·
> CSc1nc(Oc2ccc(C)cc2)cc(C(F)(F)F)n1
 : ·	·	4	-1	-12	0	-3	·
> N#Cc1c(N)nc2c(c1-c1ccccc1)CCCC2
 : 5	2	1	5	-1	4	0	·
> C[C@@H]1CCCCO[C@H](CN(C)C(=O)Cc2ccccc2)[C@@H](C)CN([C@@H](C)CO)C(=O)c2cc(NC(=O)Nc3ccccc3)ccc2O1
 : -3	-2	2	-9	1	4	3[16.7 µM]	·
> CCc1cc(-c2[nH]ncc2-c2ccc(OC)cc2)c(O)cc1O
 : -4	2	-1	·	8	11	-1	0.5
> COc1ccc(NC(=O)CSc2nnc(C)n2C2CC2)cc1S(=O)(=O)N1CCOCC1
 : -6	2	-4	1	4	4	-2	·
> CN(C(=O)CSc1n[nH]c(N)n1)C1CCCCC1
 : -11	1	2	·	11	-2	·	·
> COc1ccc([C@H]2/C=C\CN(C(=O)C3CC3)[C@@H](C)C(=O)N2Cc2ccc(F)cc2)cc1
 : -19	-2	1	-4	6	0	-4	-0.1
> CCN(CC)C(=O)CSCC(=O)Nc1ccccc1
 : ·	·	1	-5	1	1	1	·
> CCOc1ccc(C(=O)N2CCN(S(=O)(=O)c3cccs3)CC2)c(OCC)c1
 : 3	-1	2	2	-1	3	-2	33*
> Cc1nn(C)cc1CN(C)C(=O)c1nn2c(c1Cl)NC(c1cccs1)CC2C(F)(F)F (configuration not stated)
 : ·	·	0	4	-9	2	·	·
> O=C(/C(=C/O)N=Nc1ccccc1)c1ccco1
 : 0	-1	·	?	·	·	-6	·
> C[C@@H]1CN([C@@H](C)CO)C(=O)c2cc(NC(=O)NC3CCCCC3)ccc2O[C@@H](C)CCCCO[C@@H]1CN(C)Cc1ccccc1
 : 6	2	0	-12	3	5	-9[16.7 µM]	0.1
> O=C(NCCN1CCOCC1)/C(=C/c1ccc(F)cc1)NC(=O)c1ccccc1
 : -2	-3	8	·	-5	1	·	-0.1
> O=C(Cc1ccc(F)cc1)NC(Cc1c[nH]c2ccccc12)C(=O)O (configuration not stated)
 : -5	-2	1	26	5	8	-1	0.2
> O=C(NC(=S)Nc1ncccn1)c1ccc(F)cc1
 : -14	2	4	1	-5	3	-5	·
> C[C@H](CO)N1C[C@H](C)[C@H](CN(C)Cc2cccnc2)Oc2cc(C#CC3CCCCC3)ccc2S1(=O)=O
 : 11	2	-2	-13	1	0	-4[16.7 µM]	-0.2
> Cc1ccc(S(=O)(=O)NCC(=O)OC(C)C(=O)NCc2ccc3c(c2)OCO3)cc1 (configuration not stated)
 : -14	-3	-3	-10	1	3	1	·
> O=C(Nc1cccc(C(F)(F)F)c1)c1ccc(Cn2cc(Br)cn2)o1
 : ·	·	8	-1	6	-6	6	·
> C[C@H](CO)N1C[C@H](C)[C@H](CN(C)CC2CCCCC2)OCCCC[C@H](C)Oc2ccc(NC(=O)Nc3ccc4c(c3)OCO4)cc2C1=O
 : 31	-4	3	-11	5	7	-22[16.7 µM]	0.1
